From PubChem BioAssay
SENP6 block: inhibitors of human SENP6 protease; Q9GZR1; Recombinant SENP6 catalytic domain, aminoluciferin luminescence; inhibition, % at 10 µM; actives 1.8% (n = 330,000); AID 2599;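 active means inhibition above about 50% at the single tested dose, limit read from the data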;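 further: plate controls were DMSO wells with enzyme for no effect and DMSO wells lacking enzyme for full effect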
Target sequence (Q9GZR1 628-1112 limits assumed): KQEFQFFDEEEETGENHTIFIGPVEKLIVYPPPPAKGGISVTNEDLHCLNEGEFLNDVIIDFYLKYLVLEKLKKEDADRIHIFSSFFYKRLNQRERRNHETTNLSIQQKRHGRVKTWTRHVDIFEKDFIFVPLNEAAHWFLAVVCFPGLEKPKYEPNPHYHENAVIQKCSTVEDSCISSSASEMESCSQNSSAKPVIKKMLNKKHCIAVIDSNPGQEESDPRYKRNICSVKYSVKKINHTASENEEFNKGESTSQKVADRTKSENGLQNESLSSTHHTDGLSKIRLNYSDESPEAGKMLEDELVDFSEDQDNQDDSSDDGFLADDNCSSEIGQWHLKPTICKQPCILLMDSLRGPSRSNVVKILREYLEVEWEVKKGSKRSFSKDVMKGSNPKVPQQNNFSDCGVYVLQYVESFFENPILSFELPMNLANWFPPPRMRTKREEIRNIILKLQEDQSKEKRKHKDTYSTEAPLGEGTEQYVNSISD
PfG6PD inh: PfG6PD (Plasmodium falciparum) enzyme inhibition; PfGluPho enzyme, NADPH resazurin-diaphorase fluorescence; inhibition, % at 20 µM; actives 0.78% (n = 350,000); AID 504690;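 active means inhibition reaching at least a set limit at 20 µM in the primary screen, cut at about 59% in these data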;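 further: 0% = DMSO wells with substrate and 100% = DMSO wells lacking glucose-6-phosphate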
Apaf-1 inh: blocks human Apaf-1 apoptosome activity. O14727. reconstituted apoptosome caspase-3 activity, DEVD-Rh110 fluorescence. inhibition, % at 20 µM. actives 0.71% (n = 330,000). AID 489030; active means inhibition of at least 40% at 20 µM;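 further: plate controls were DMSO wells for no effect and DEVD-CHO caspase inhibitor wells for full effect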
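Material: cell-free apoptosome with Apaf-1, procaspase-3 and caspase-9; Buffer or medium: Hepes pH 7.5 with detergent and BSA; Reagent: cytochrome c trigger plus (Z-DEVD)2-Rh110 caspase-3 substrate; Times: compound with Apaf-1, dATP, procaspase-3 30 min, then 50 min reaction, room temperature; Technique: Rh110 fluorescence intensity.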
SENP8 block-1: blocks human SENP8 cleavage of Nedd8 substrate. Q96LD8. recombinant SENP8, Nedd8 substrate fluorescence. inhibition, % at 20 µM. actives 0.64% (n = 360,000). AID 602440; in the data active means inhibition mostly above about 40%, no sharp cut-off; inactive means mostly below about 27%
SENP7 block: inhibitors of human SENP7 protease; Q9BQF6; recombinant SENP7, Z-RLRGG-aminoluciferin luminescence, 40 min; inhibition, % at 5 µM; actives 1.5% (n = 330,000); AID 434973;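 active means inhibition above about 50% at the single test dose, limit read from the data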;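 further: plate controls were DMSO with enzyme for no effect and no enzyme buffer wells for full effect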
Target sequence (Q9BQF6 706-1050 limits assumed): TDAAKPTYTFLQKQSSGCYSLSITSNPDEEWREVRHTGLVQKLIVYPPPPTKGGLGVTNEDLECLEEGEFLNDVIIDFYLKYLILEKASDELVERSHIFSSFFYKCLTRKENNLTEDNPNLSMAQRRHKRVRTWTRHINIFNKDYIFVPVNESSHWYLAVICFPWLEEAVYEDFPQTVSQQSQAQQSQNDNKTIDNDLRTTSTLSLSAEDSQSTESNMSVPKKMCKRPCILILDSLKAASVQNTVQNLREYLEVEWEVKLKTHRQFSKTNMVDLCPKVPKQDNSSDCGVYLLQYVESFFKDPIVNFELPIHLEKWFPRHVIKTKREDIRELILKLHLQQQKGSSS
SENP8 block-2: blocks the human protease SENP8; actives 1.2% (n = 330,000); AID 2540; purified SENP8, Z-RLRGG-aminoluciferin cleavage, luminescence; inhibition, % at 10 µM; in the data active means inhibition above about 50%
NLRP3 yeast inh: blocks the NALP3 inflammasome reconstituted in yeast | Yeast reconstituted NLRP3/ASC/caspase-1, beta-gal luminescence, 24 h | inhibition, % at 10 µM | actives 0.39% (n = 330,000) | AID 2825;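 active means inhibition of 50% or more; inactive means inhibition below 50%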;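 further: plate controls were induced DMSO wells for no effect and uninduced yeast grown without galactose for full effect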
HKDC1 inhibitor: blocks human hexokinase HKDC1 activity; recombinant HKDC1, G6PDH/diaphorase resazurin coupled fluorescence; inhibition, % at 20 µM; actives 0.16% (n = 340,000); AID 493160;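 active means inhibition above about 35% when tested at 20 µM, limit read from the data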;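 further: plate controls were DMSO wells with enzyme for no effect and DMSO wells lacking enzyme for full effect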
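Assay system – recombinant HKDC1 (HK5) hexokinase enzyme, produced in-house · Input – HKDC1 at 5 µg/mL · Reagent – glucose plus 1 mM ATP as hexokinase substrates · Timing – 90 min reaction incubation at room temperature, dark · Measured by – G6PDH/diaphorase-coupled fluorescence, 1 mM NADP, 100 µM resazurin, 525/613 nm · Benchmarks – DMSO-enzyme wells negative, buffer-substituted wells positive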
SENP1 inh: inhibitors of human SENP1 SUMO protease catalytic domain | Q9P0U3 | recombinant SENP1 catalytic domain, CyPet-SUMO1-YPet FRET cleavage | inhibition, % at 10 µM | actives 0.21% (n = 360,000);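 active means inhibition at least 30% at 10 µM, raw YFP signal under a set limit, fluorescence ratio 0.5 to 1.5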;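 further: 0% = enzyme with DMSO and 100% = no enzyme wells; some results filed as inactive read as strong as hits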
Target sequence (Q9P0U3 419-644 limits assumed): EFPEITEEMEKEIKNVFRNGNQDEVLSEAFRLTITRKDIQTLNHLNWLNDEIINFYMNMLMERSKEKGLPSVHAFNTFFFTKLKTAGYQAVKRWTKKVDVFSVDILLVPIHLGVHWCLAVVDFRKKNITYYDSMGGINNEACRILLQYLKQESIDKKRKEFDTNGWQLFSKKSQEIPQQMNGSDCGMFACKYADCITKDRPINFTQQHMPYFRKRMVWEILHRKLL
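Controls: no-enzyme wells low, DMSO-plus-enzyme wells high control. Test system: human recombinant His6-tagged SENP1 catalytic domain enzyme. Reagent: SFCypet-SUMO1-SFYpet FRET protein substrate, 25 nM final. Doses: one dose per compound, 10 µM, 0.5% DMSO. Detection: FRET, CFP and YFP emission. Timing: 50 min reaction at room temperature.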
* hit, by the source's call; nt = not tested or not shown. Outcome played no part in choosing rows (roughly 4.1% active in at least one column).

SMILES	SENP6 block	PfG6PD inh	Apaf-1 inh	SENP8 block-1	SENP7 block	SENP8 block-2	NLRP3 yeast inh	HKDC1 inhibitor	SENP1 inh
CCC(=O)Nc1nc2cc(OC)ccc2s1	20	-1	-5	11	12	-6	4	-4	2
N#C/C(=C\c1c[nH]c2ccccc12)C(=O)NCC1CCCO1 (stereo unspecified)	-3	1	4	-3	3	9	2	-6	-7
O=C(COc1ccc(S(=O)(=O)N2CCCC2)cc1)NCc1ccccn1	11	-3	5	2	1	0	6	-4	1
COc1ccccc1C(=O)N1CCN(c2ccccn2)CC1	4	1	-16	-9	-2	-3	10	-8	2
CC(C)N(Cc1nc(-c2ccccc2)no1)C(=O)Cc1ccccc1	-4	2	14	0	6	0	11	-5	-1
CC1CCCCN1S(=O)(=O)c1ccc(C(=O)Nc2nnc(-c3cccs3)o2)cc1 (stereo unspecified)	1	-31	9	19	2	6	-4	-2	3
CN(C(=O)/C=C/c1ccc2c(c1)OCO2)c1ccccc1	-37	-5	18	1	-9	-11	23	0	0
Cn1nc(OC(=O)Nc2ccc(Cl)cc2)cc1C(F)(F)F	-18	nt	-17	nt	-1	-1	9	nt	nt
Cn1c(=O)oc2cc(S(=O)(=O)N3CCN(c4ccccc4)CC3)ccc21	-9	0	7	19	-5	-6	6	-1	29
COc1ccc(-c2nnc(SC(C)C#N)o2)cc1 (stereo unspecified)	0	-1	6	-15	-1	8	23	-5	2
O=C(Nc1cc2c(=O)n(-c3ccc(Oc4ccccc4)cc3)ccc2oc1=O)c1ccccc1	0	5	10	-394	-7	-7	-3	-9	-37
CCc1ccc(NC(=O)COC(=O)C2(c3ccc(Cl)cc3)CCCC2)cc1	-10	-3	8	12	-2	-4	13	1	2
O=C(COC(=O)c1c[nH]c2ccccc12)Nc1ccccc1	11	12	-2	0	3	7	13	-8	0
Cc1cc(OCC(=O)c2ccc(F)cc2)ccc1N1C(=O)CCC1=O	3	-2	0	19	-2	-2	11	-5	1
CN(Cc1ccccc1)S(=O)(=O)c1ccc2c(c1)n(C)c(=O)n2C	-4	-14	4	24	-3	-2	-2	-4	1
Cc1ccc(C(=O)Nc2c3c(nn2C(C)(C)C)CS(=O)(=O)C3)cc1[N+](=O)[O-]	-8	-5	2	10	-9	-6	19	0	2
CN(C)c1ccc([N+](=O)[O-])cc1C(=O)O	-7	-19	-5	8	-6	-6	21	8	5
CCn1c2ccc(F)cc2c2nnc(NN)nc21	5	3	-11	25	5	3	4	-11	3
O=C(COc1ccccc1/C=C1\SC(=O)NC1=O)Nc1ccc(F)cc1	-6	-4	8	-21	-4	-6	20	10	-2
O=C(Nc1ccc(F)cc1)Nc1ccc(N2CCOCC2)c2nonc12	17	20	6	28	57*	4	11	-3	2
Cc1cc(C)c2oc(-c3ccc(C)c(NC(=S)NC(=O)c4cccs4)c3)nc2c1	-15	-9	4	-355	0	1	6	-1	-5
O=C(NNc1ccccc1Br)C(=O)n1ccc2ccccc21	-54	-1	10	14	-8	-44	-3	-1	0
CC1CN(S(=O)(=O)N2CCOCC2)CCN1S(=O)(=O)N1CCOCC1 (stereo unspecified)	10	-6	-3	7	-1	3	14	-9	4
COc1ccc(/C=C/C(=O)NNC(=O)C(C)Oc2ccccc2F)cc1OC (stereo unspecified)	7	-16	-6	-365	4	-6	-7	0	-8
Fc1ccc(CNC2CCN(Cc3ccccc3)CC2)cc1	-2	-21	5	15	3	-2	29	-3	-2

Filtered by structure: those above containing a cyano group.
SMILES	SENP6 block	PfG6PD inh	Apaf-1 inh	SENP8 block-1	SENP7 block	SENP8 block-2	NLRP3 yeast inh	HKDC1 inhibitor	SENP1 inh
N#C/C(=C\c1c[nH]c2ccccc12)C(=O)NCC1CCCO1 (stereo unspecified)	-3	1	4	-3	3	9	2	-6	-7
COc1ccc(-c2nnc(SC(C)C#N)o2)cc1 (stereo unspecified)	0	-1	6	-15	-1	8	23	-5	2

An excerpt from above in order of their number in SENP6 block, descending:
SMILES | SENP6 block
CCn1c2ccc(F)cc2c2nnc(NN)nc21 | 5
COc1ccccc1C(=O)N1CCN(c2ccccn2)CC1 | 4
O=C(COc1ccccc1/C=C1\SC(=O)NC1=O)Nc1ccc(F)cc1 | -6
Cc1ccc(C(=O)Nc2c3c(nn2C(C)(C)C)CS(=O)(=O)C3)cc1[N+](=O)[O-] | -8

Remaining list, next part
SMILES	SENP6 block	PfG6PD inh	Apaf-1 inh	SENP8 block-1	SENP7 block	SENP8 block-2	NLRP3 yeast inh	HKDC1 inhibitor	SENP1 inh
COC(=O)c1ccc(NS(=O)(=O)c2ccc(SC)cc2)cc1	-5	-22	0	14	6	3	29	-9	1
CC(OC(=O)c1cccc(S(=O)(=O)Nc2ccccc2F)c1)C(=O)NCc1ccc2c(c1)OCO2 (stereo unspecified)	19	-18	3	25	-1	6	7	-8	-1
CCC(C)NC(=O)c1ccc(N2CC3CC(C2)c2cccc(=O)n2C3)c(NC(=O)c2ccc(Br)o2)c1 (stereo unspecified)	-2	8	-3	16	-2	6	13	-5	-1
CCOc1ccc(/C=C2\SC(=S)N(CCC(=O)O)C2=O)cc1	99*	-17	-11	16	60*	97*	21	5	-25
Cc1ccccc1NC(=O)c1ccc2nc(N3CCOCC3)sc2c1	-22	12	4	0	-8	-11	16	-3	0
CCC(C)NC(=O)c1ccc(NC(=O)C2CCCO2)cc1 (stereo unspecified)	10	2	10	27	2	3	0	-1	1
N#Cc1cc2sc3nnc(-c4ccncc4)n3c2cc1C#N	-15	-3	3	4	-3	-13	-12	10	-2
CC(C)OCCCNC(=O)c1ccc(N(C)S(C)(=O)=O)cc1	-3	-2	0	8	-3	-14	0	-6	-1
O=[N+]([O-])c1ccc2nc(-[n+]3c(-c4ccccc4)cc(-c4ccccc4)cc3-c3ccccc3)[nH]c2c1	-3	4	3	31	-1	-4	25	-5	-2
CC(C)C[C@H](NC(=O)c1nc[nH]c1C(=O)N1CCC(C)CC1)C(=O)OC(C)(C)C	-9	-8	6	10	-19	7	2	2	-1
CCCCCCCCCCCCC(=O)CCCCC(=O)O	2	-35	3	19	-9	-3	25	-1	1
Cc1noc(C)c1CSc1nc2ccccc2c(=O)n1-c1ccc(Cl)cc1	-1	-2	12	4	7	-5	12	7	0
COc1ccc(N2CCN(CC(=O)Nc3ccccc3SC)CC2)cc1	-12	15	10	11	-2	-3	19	-2	-1
CC(C(=O)NN)n1nnc(N2CCOCC2)n1 (stereo unspecified)	1	5	0	5	1	5	10	-6	0
COc1cccc(NC(C(=O)Nc2cccc(C(C)=O)c2)c2ccccc2)c1 (stereo unspecified)	-2	2	6	10	8	2	4	-9	1
Cc1ccc(/C=c2/sc3n(c2=O)CCCN=3)o1	2	17	4	-4	0	2	3	0	1
Cc1ccc2nc(N/N=C/c3ccccc3F)nc(-c3ccccc3)c2c1	-6	14	9	-376	8	-4	20	-4	-39
Cc1cccc(-n2cc(-c3ccccc3)c3c(NN4CCOCC4)ncnc32)c1	-6	-13	17	10	0	-5	0	7	1
Cc1ccc(/C=C/C(=O)Nc2nnc(SCc3ccc(C#N)cc3)s2)o1	-2	-6	15	-335	-10	-8	10	2	-14
COc1cccc(/C=N/NC(=O)CC2C(=O)NN=C2C)c1OC (stereo unspecified)	10	-27	-6	-85	-1	4	2	-2	3
Cc1cccc(N=Nc2c(O)[nH]c3ccc(Br)cc23)c1	7	15	8	30	2	2	21	0	-7
O=C(OCc1ccc(Br)cc1)c1cnc(Cl)c(Cl)c1	-6	-7	16	16	16	0	27	4	0
CCC(C)c1ccccc1NC(=O)C(C)OC(=O)CN1C(=O)NC(C)(C)C1=O (stereo unspecified)	-24	-11	-10	14	15	-7	5	-7	-1
CCOc1ccc(-c2c(C(=O)N/N=C/C3CC=CCC3)nnn2-c2nonc2N)cc1 (stereo unspecified)	-12	-1	14	11	-16	-11	9	-1	1
O=C(CSc1nc2ccccc2s1)N1CCCCC1	6	35	-6	4	6	-9	33	-9	1

Single values from above.
N#Cc1cc2sc3nnc(-c4ccncc4)n3c2cc1C#N | SENP1 inh = -2
Cc1noc(C)c1CSc1nc2ccccc2c(=O)n1-c1ccc(Cl)cc1 | PfG6PD inh = -2

Further results.
SMILES	SENP6 block	PfG6PD inh	Apaf-1 inh	SENP8 block-1	SENP7 block	SENP8 block-2	NLRP3 yeast inh	HKDC1 inhibitor	SENP1 inh
CCC(c1nnnn1Cc1ccc(F)cc1)N1CCN(C)CC1 (stereo unspecified)	-21	-13	11	13	-5	-14	5	-9	0
CCN1C(=O)c2ccc(C(=O)NCc3ccc4c(c3)OCO4)cc2C1=O	-7	1	-4	2	-1	9	8	2	2
CC(C)c1ccc(NC(=O)C2CCN(c3ncnc4c3nc3n4CCCCC3)CC2)cc1	-13	-11	-2	15	10	-4	-10	-2	3
Cc1ccc(Cn2nc(C)c(/C=N/NC(=O)c3cccnc3)c2C)cc1	-18	-7	7	7	-4	-13	2	-11	-1
COc1ccccc1-c1nnc(SCc2ccccn2)n1C	-9	-2	-15	5	-4	4	-3	-4	3
O=C(Nc1ccc(S(=O)(=O)NC2=NCCCCC2)cc1)c1ccccc1Cl	-7	9	-6	12	0	6	0	-6	-1
COc1ccc(OCC(=O)NCc2ccc(Cl)cc2)cc1	17	-2	4	7	-3	6	40	-2	2
COCCN1CN=C(Nc2nc3ccccc3s2)NC1	-5	7	-19	16	1	-8	13	-5	3
CN(C)S(=O)(=O)c1cccc(NC(=O)C(c2ccccc2)c2ccccc2)c1	3	-2	11	13	0	1	17	-1	0

An excerpt of these results, as a markdown table.
| SMILES | SENP6 block | PfG6PD inh | Apaf-1 inh | SENP8 block-1 | SENP7 block | SENP8 block-2 | NLRP3 yeast inh | HKDC1 inhibitor | SENP1 inh |
| --- | --- | --- | --- | --- | --- | --- | --- | --- | --- |
| CC(C(=O)NN)n1nnc(N2CCOCC2)n1 (stereo unspecified) | 1 | 5 | 0 | 5 | 1 | 5 | 10 | -6 | 0 |
| COc1cccc(NC(C(=O)Nc2cccc(C(C)=O)c2)c2ccccc2)c1 (stereo unspecified) | -2 | 2 | 6 | 10 | 8 | 2 | 4 | -9 | 1 |
| Cc1ccc(/C=c2/sc3n(c2=O)CCCN=3)o1 | 2 | 17 | 4 | -4 | 0 | 2 | 3 | 0 | 1 |
| Cc1ccc2nc(N/N=C/c3ccccc3F)nc(-c3ccccc3)c2c1 | -6 | 14 | 9 | -376 | 8 | -4 | 20 | -4 | -39 |
| Cc1cccc(-n2cc(-c3ccccc3)c3c(NN4CCOCC4)ncnc32)c1 | -6 | -13 | 17 | 10 | 0 | -5 | 0 | 7 | 1 |
